Screens deposited in PubChem BioAssay by several laboratories.
AHR activator – AHR activators, primary screen, cell-based, luminescence, luciferase reporter, human | 320,000 compounds, 2.5% hits | AID 2796, 2010 | activation, % at 5 µM | AHR-responsive luciferase reporter cells; in the data active = activation above about 47%;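 note: 0% = vehicle wells and 100% = reference agonist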
AGP1-GFP MLPCN – modulators of AGP1-GFP expression in yeast TOR pathway, primary screen, cell-based, multiplex flow cytometry, S. cerevisiae, MLPCN library. 3 h; GFP as percent of DMSO wells. GFP response vs DMSO, % at 10 µM. 320,000 compounds, 0.02% hits;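 active = GFP response relative to DMSO above a set limit, near screen average plus 3 SD, cut at about 150% in these data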;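 note: median GFP channel fluorescence of the gated AGP1 strain per well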
LAP4 TOR yeast – modulators of LAP4-GFP expression in yeast, primary screen, S. cerevisiae, multiplex flow cytometry, MLPCN library; 3 h; median GFP as percent of DMSO wells; 320,000 compounds, 0.34% hits; GFP response vs DMSO, % at 10 µM; AID 2023, 2009;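 active = GFP response vs DMSO above a set limit, about the screen mean plus 3 SD, cut at about 150% in these data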
proCasp7 act – procaspase-7 activators, primary screen, counter-screen for procaspase-3 activator project, biochemical, absorbance, HTS, human. Caspase-7 (Homo sapiens), P55210. recombinant procaspase-7, Ac-DEVD-pNA absorbance 405 nm; D23A/D198A/D206A triple mutant, cannot self-cleave; scale: DMSO 0, 5 µM enzyme 100. activation, % at 8.5 µM. 330,000 compounds, 0.093% hits. AID 463210, 2010;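 active = percent activation above the screen-wide mean plus 3 SD, cut at about 25% in these data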
Target sequence (P55210 whole entry D23A/D198A/D206A): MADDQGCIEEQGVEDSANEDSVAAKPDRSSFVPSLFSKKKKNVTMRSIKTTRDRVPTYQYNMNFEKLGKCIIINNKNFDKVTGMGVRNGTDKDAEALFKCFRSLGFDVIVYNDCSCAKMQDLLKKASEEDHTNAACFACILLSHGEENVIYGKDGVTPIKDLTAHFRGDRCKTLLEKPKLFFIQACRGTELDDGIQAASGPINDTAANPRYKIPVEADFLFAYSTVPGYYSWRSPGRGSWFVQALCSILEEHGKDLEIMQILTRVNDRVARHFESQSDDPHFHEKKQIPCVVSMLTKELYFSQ
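Detection: p-Nitroaniline absorbance at 405 nm, read at 0 and 120 min; system: Uncleavable procaspase-7 mutant enzyme; evaluation: % activation from two-timepoint absorbance difference, scaled to controls; times: 1 h enzyme–compound preincubation and 2 h substrate reaction, both 25 °C; buffer or medium: Zinc-free HEPES pH 7.4 with 300 mM NaCl, 0.01% Triton X-100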
CIT2 TOR yeast – modulators of CIT2-GFP expression in yeast, primary screen, S. cerevisiae, GFP fusion, multiplex flow cytometry, MLPCN library; S. cerevisiae CIT2-GFP strain, 3 h; 100 means same as DMSO wells; GFP response vs DMSO, % at 10 µM; 320,000 compounds, 0.065% hits;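 active = GFP response relative to DMSO above a set limit, near the screen mean plus 3 SD, cut at about 150% in these data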;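 note: ratio of well median GFP fluorescence to mean of DMSO wells on the plate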
MEP2-GFP yeast – modulators of MEP2-GFP levels in yeast, primary screen, S. cerevisiae, multiplex flow cytometry, MLPCN library; S. cerevisiae MEP2-GFP strain, 3 h; 100% = DMSO control level; AID 2016, 2009; 330,000 compounds, 0.51% hits; GFP response vs DMSO, % at 10 µM;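 active = GFP response versus DMSO above a set limit, roughly screen mean plus 3 SD, cut at about 180% in these data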;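 note: median GFP fluorescence of the barcode-gated MEP2-GFP cells per well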
RPL19A-GFP yeast – RPL19A-GFP expression modulators in yeast, primary screen, cell-based, S. cerevisiae, multiplex flow cytometry, MLPCN. S. cerevisiae RPL19A-GFP strain, 3 h; hits give low values. percent response vs DMSO, % at 10 µM. AID 2025, 2009. 330,000 compounds, 0.3% hits;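 active = percent response vs DMSO below 50%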;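 note: median channel GFP fluorescence of the barcoded RPL19A-GFP strain; ratio of sample median GFP to plate DMSO average so 100% = DMSO; lower means less RPL19A-GFP as with rapamycin TOR inhibition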
proCasp3 act – activators of human procaspase-3 D3A mutant, primary screen, biochemical, absorbance, PC-3 D3A mutant, single concentration; recombinant procaspase-3 D3A, Ac-DEVD-pNA absorbance 405 nm; activation, % at 8.5 µM; Caspase-3 (Homo sapiens), P42574; 330,000 compounds, 0.11% hits; AID 463141, 2010;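 active = activation above the mean of all tested compounds plus 3 SD, cut at about 21% in these data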;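 note: 0% = DMSO alone and 100% = DMSO wells spiked with extra 5 µM PC-3 D3A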
Target sequence (P42574 whole entry D9A/D28A/D175A): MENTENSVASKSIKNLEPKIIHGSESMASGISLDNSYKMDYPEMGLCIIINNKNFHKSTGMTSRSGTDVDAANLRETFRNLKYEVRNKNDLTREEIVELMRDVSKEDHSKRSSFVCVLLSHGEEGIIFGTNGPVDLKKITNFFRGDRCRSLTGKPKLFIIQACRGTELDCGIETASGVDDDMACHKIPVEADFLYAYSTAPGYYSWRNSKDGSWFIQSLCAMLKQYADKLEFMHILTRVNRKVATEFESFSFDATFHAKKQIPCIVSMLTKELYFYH
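System: Procaspase-3 D3A mutant. Medium: Zinc-free 300 mM NaCl, 50 mM HEPES, 0.01% Triton X-100. Schedule: 1 h preincubation plus 2 h reaction at 25 °C. Measured by: 405 nm absorbance of p-nitroaniline, reads at 0 and 120 min. Read-out: percent activation relative to control range.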
Numbers without * were called inactive; . = no result given.

SMILES	AHR activator	AGP1-GFP MLPCN	LAP4 TOR yeast	proCasp7 act	CIT2 TOR yeast	MEP2-GFP yeast	RPL19A-GFP yeast	proCasp3 act
COc1cc([N+](=O)[O-])ccc1NC(=S)NCc1ccccn1	7.6	104.5	98.0	0.5	97.0	99.8	102.6	1.6
CCc1ccc(C(=O)C(C)OC(=O)c2nc3nc(C)cc(C)n3n2)cc1 (configuration not stated)	1.3	106.3	107.4	5.4	87.8	98.1	101.8	5.2
CC(C)(C)c1cc(C(F)(F)F)nc(SCCCNC(=O)c2ccco2)n1	-3.4	101.8	106.6	2.0	92.1	98.8	103.6	4.2
COc1ccc(-c2csc(NC(CO)c3nc4ccccc4n3Cc3ccc(C)cc3)n2)cc1 (configuration not stated)	22.4	81.8	111.2	-5.0	68.5	91.3	93.7	-8.9
CC(=O)Nc1ccc(S(=O)(=O)NCCC(=O)OCc2nnc(-c3ccccc3)o2)cc1	-1.8	105.9	105.7	0.2	99.9	99.5	100.0	12.1
O=C(Oc1cccc(C(=S)N2CCCCC2)c1)c1ccccc1	0.6	99.4	98.4	15.2	110.9	105.2	99.3	1.1
CCCCNc1ccc(C(CC(N)=O)NC(=O)Cc2ccc(Br)cc2)cc1[N+](=O)[O-] (configuration not stated)	1.3	82.6	105.5	7.1	75.3	94.9	99.7	-3.4
CCO/C=C1\C(=O)N(CC)c2ccccc21	6.2	97.1	109.0	-2.4	96.6	103.8	97.8	6.2
O=C1Cc2ccccc2Sc2cc(OCCCN3CCCCC3)ccc21	0.9	104.4	93.3	10.7	107.6	100.8	104.5	0.6
Cc1sc2ncnc(Sc3ccccc3C(=O)Nc3ccc(Br)cc3)c2c1C	8.3	101.5	95.2	1.9	95.5	96.9	100.8	2.1
CCn1c2ccccc2c2cc(NC(=O)N3CCOCC3)ccc21	118.4*	.	99.8	-5.1	91.0	95.3	97.2	-1.6
O=C(Nc1nnc(-c2cccs2)o1)c1cccc(F)c1	12.6	93.5	111.7	-0.4	92.2	94.3	96.3	4.2
Cn1c(SCC(=O)NC2CCCCC2)nnc1-c1cccnc1	12.1	103.9	100.4	-10.7	103.7	100.7	101.1	-6.1
COc1ccccc1NC(=O)CSc1nnc(Cc2ccccc2)o1	3.9	95.5	102.6	-0.8	92.3	101.7	95.8	2.0
COc1cc2c(cc1NC(=O)COC(=O)CNC(=O)c1ccccc1)oc1ccccc12	46.4	99.3	109.1	-2.3	100.5	111.1	98.5	5.0
Nc1nc2c(s1)CCc1ccccc1-2	13.3	95.6	95.4	-19.5	92.8	100.8	101.5	-16.2
COc1ccccc1C(=O)NCC(=O)Nc1ccc2c(c1)CCC2	69.9*	98.1	98.1	-6.6	98.2	99.5	95.6	6.9
Cc1ccc2nc(-c3ccccn3)cc(C(=O)N3CCN(c4ncccn4)CC3)c2c1	-0.1	.	107.0	6.4	108.4	99.1	101.5	-1.6
O=C(NC(=S)NCc1ccccc1)c1cccc([N+](=O)[O-])c1	-1.7	97.8	88.1	3.8	102.7	109.6	101.9	4.2
CCOC(=O)c1cnc(SCC(=O)c2ccc(Cl)cc2)nc1N	3.3	102.5	119.7	-7.6	105.8	123.0	85.9	3.8
C=CCOCCN(C)C1=NS(=O)(=O)c2cc([N+](=O)[O-])ccc21	-0.4	107.3	105.7	3.2	110.4	103.2	103.2	0.7
COC(=O)C1CN(C(=O)COc2ccc(Cl)cc2C)c2ccccc2O1 (configuration not stated)	4.5	103.1	100.9	14.1	104.2	104.6	103.2	5.5
CCOC(=O)c1[nH]cnc1C(=O)NCc1ccccc1	3.7	102.9	106.5	0.9	103.3	94.0	95.8	-2.6
CCCN1CCC(=NNc2ccc(S(N)(=O)=O)cc2[N+](=O)[O-])CC1	3.7	101.9	96.1	0.3	105.2	105.4	107.0	1.8
O=C(NNC(=S)NC(=O)c1ccccc1[N+](=O)[O-])c1ccccc1Cl	0.9	108.8	95.8	-6.7	112.2	102.8	112.3	4.7

4 of these compounds in a different format.
canonical_smiles | AHR activator | AGP1-GFP MLPCN | LAP4 TOR yeast | proCasp7 act | CIT2 TOR yeast | MEP2-GFP yeast | RPL19A-GFP yeast | proCasp3 act
Nc1nc2c(s1)CCc1ccccc1-2 | 13.3 | 95.6 | 95.4 | -19.5 | 92.8 | 100.8 | 101.5 | -16.2
COc1ccccc1C(=O)NCC(=O)Nc1ccc2c(c1)CCC2 | 69.9* | 98.1 | 98.1 | -6.6 | 98.2 | 99.5 | 95.6 | 6.9
Cc1ccc2nc(-c3ccccn3)cc(C(=O)N3CCN(c4ncccn4)CC3)c2c1 | -0.1 | . | 107.0 | 6.4 | 108.4 | 99.1 | 101.5 | -1.6
O=C(NC(=S)NCc1ccccc1)c1cccc([N+](=O)[O-])c1 | -1.7 | 97.8 | 88.1 | 3.8 | 102.7 | 109.6 | 101.9 | 4.2

Continuation.
SMILES	AHR activator	AGP1-GFP MLPCN	LAP4 TOR yeast	proCasp7 act	CIT2 TOR yeast	MEP2-GFP yeast	RPL19A-GFP yeast	proCasp3 act
COc1ccc(-c2csc(NC(=O)CS(=O)(=O)c3ccc(F)cc3)n2)cc1OC	3.6	98.2	92.8	6.8	98.9	96.5	94.8	-9.0
Cc1cc(NC(=O)CSc2nc3c(C)cccc3cc2C)no1	0.9	103.7	90.3	8.4	108.0	103.2	104.0	1.3
CC(C)Cn1c(SCC(=O)N(C)C2CCS(=O)(=O)C2)nc2cc(Cl)ccc2c1=O (configuration not stated)	2.0	109.8	99.3	8.3	102.5	98.1	102.9	-5.6
O=C(N=C1SC2CS(=O)(=O)CC2N1c1ccc(Cl)cc1Cl)C1CC1 (configuration not stated)	-0.3	60.4	92.4	5.4	85.5	100.0	93.0	-2.0
CC(=O)C1=C(O)C(=O)N(c2nccs2)C1c1ccccc1F (configuration not stated)	3.1	94.4	98.2	1.0	86.2	92.6	95.0	0.3
COc1ccc(CN2CC(C(=O)NCCc3ccc(C)cc3)CC2=O)cc1 (configuration not stated)	-1.3	104.5	98.4	-0.3	110.9	102.7	101.7	-2.4
O=C1c2ccccc2-c2ccc(C(=O)N3CCCCC3)cc21	-1.9	104.7	112.0	6.2	90.0	102.0	97.0	6.3
O=C(OCCN=C1NS(=O)(=O)c2ccccc21)c1ccccc1	-1.3	103.1	100.2	7.5	99.9	102.2	99.8	3.7
Cc1cccc2sc(NC(=O)C3CCCO3)nc12 (configuration not stated)	1.4	90.6	110.2	-2.2	94.4	98.3	90.8	2.1
CCCOc1ccc(-c2nnn(CC(=O)c3ccc4c(c3)OCCO4)n2)cc1	-1.5	108.2	99.5	0.4	102.9	103.1	103.0	7.1
Cc1ccc(S(=O)(=O)NCCSc2nnnn2-c2ccccc2)cc1	-0.8	83.1	126.9	-0.9	85.4	92.6	96.9	4.8
COc1ccc(NC(=O)c2ccc(S(=O)(=O)N3CCOCC3)o2)cc1	34.3	104.3	105.3	3.0	98.2	90.8	95.1	-10.2
CCOC(=O)C1ON2CCCCC2C1(O)C(F)(F)F (configuration not stated)	1.7	97.8	95.5	-2.2	89.4	103.0	99.4	-2.4
Nc1ccc2c(c1)C(=O)Cc1ccccc1S2	-3.6	101.4	88.5	3.9	94.1	97.3	103.4	-5.3
CC(C)Oc1cccc(C(=O)C2CCCN(Cc3ccc4nonc4c3)C2)c1 (configuration not stated)	3.5	112.7	105.6	9.7	99.8	108.4	103.1	-10.3
Cc1ccc(CNS(=O)(=O)c2ccc(-n3cnnn3)c(C)c2)cc1	0.1	96.4	100.9	2.0	93.6	98.9	96.5	-4.8
CC(=O)c1ccc(Oc2ncnc(N)c2[N+](=O)[O-])cc1	-0.1	95.5	86.0	14.2	97.5	105.3	103.7	-6.5
O=C(COc1ccccc1[N+](=O)[O-])Nc1ccccc1N1CCCC1	18.8	94.8	102.2	5.2	98.2	101.5	103.7	1.6
O=C(COc1ccccc1Br)c1ccc(O)cc1O	-4.3	99.5	109.6	-1.2	94.6	101.0	98.4	-7.6
O=C(c1ccc2c(c1)OCCO2)C1CCN(C(=O)Nc2ccccc2F)CC1	-0.7	88.8	112.4	13.9	103.3	95.0	95.0	-3.9
O=C1c2cccc3cc([N+](=O)[O-])cc(c23)C(=O)N1/N=C/c1ccc(O)cc1O	13.1	98.5	95.6	3.0	100.6	112.8	98.5	-9.3
COc1ccc(CNc2ncc(-c3ccccc3)n2C)c2ccccc12	26.1	106.9	93.8	-7.0	100.9	108.4	103.2	-0.8
Cn1c(=O)c2c(c3ccccc31)OC(C)(C)CC2	1.9	106.0	106.7	8.0	100.4	102.8	100.3	0.4
O=c1cc(-c2cccnc2)oc2c1ccc1ccccc12	7.7	70.0	100.0	-0.9	78.2	86.7	92.8	4.1
O=C(CN1C(=O)NC2NC(=O)NC21)N/N=C/c1ccccc1F (configuration not stated)	-0.3	93.3	91.3	-1.4	94.3	87.6	96.2	3.1
c1ccc2c(-c3cn4ccccc4n3)c[nH]c2c1	53.8*	99.7	102.0	1.2	104.5	116.6	99.8	-9.2
CCOCCCNCC(=O)Nc1ccc(S(=O)(=O)NC(C)CC)cc1 (configuration not stated)	-2.1	100.4	101.0	-4.3	106.9	117.8	98.0	-4.3

Seven entries picked at random from those above, as already listed:
SMILES	AHR activator	AGP1-GFP MLPCN	LAP4 TOR yeast	proCasp7 act	CIT2 TOR yeast	MEP2-GFP yeast	RPL19A-GFP yeast	proCasp3 act
O=C(COc1ccccc1Br)c1ccc(O)cc1O	-4.3	99.5	109.6	-1.2	94.6	101.0	98.4	-7.6
c1ccc2c(-c3cn4ccccc4n3)c[nH]c2c1	53.8*	99.7	102.0	1.2	104.5	116.6	99.8	-9.2
O=C1c2cccc3cc([N+](=O)[O-])cc(c23)C(=O)N1/N=C/c1ccc(O)cc1O	13.1	98.5	95.6	3.0	100.6	112.8	98.5	-9.3
Nc1ccc2c(c1)C(=O)Cc1ccccc1S2	-3.6	101.4	88.5	3.9	94.1	97.3	103.4	-5.3
COc1ccc(-c2csc(NC(=O)CS(=O)(=O)c3ccc(F)cc3)n2)cc1OC	3.6	98.2	92.8	6.8	98.9	96.5	94.8	-9.0
O=C(CN1C(=O)NC2NC(=O)NC21)N/N=C/c1ccccc1F (configuration not stated)	-0.3	93.3	91.3	-1.4	94.3	87.6	96.2	3.1
CCCOc1ccc(-c2nnn(CC(=O)c3ccc4c(c3)OCCO4)n2)cc1	-1.5	108.2	99.5	0.4	102.9	103.1	103.0	7.1
